Bioassay records deposited in PubChem by Fisher Drug Discovery Resource Center.
mcGAS RapidFire: inhibitors of Mus musculus cyclic GMP-AMP synthase, initial high-throughput assay, cell-free, RapidFire MS; Q8C6L5; recombinant mouse cGAS, cGAMP by RapidFire MS; inhibition, % at 12.5 µM; 130,000 compounds, 0.18% hits; AID 1259397, 2018;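 active = inhibition of cGAS enzyme activity at or above 60%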;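 also: enzyme stimulated by 45 bp dsDNA with ATP and GTP substrates; cGAMP share of summed cGAMP plus half ATP and half GTP signals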
Target sequence (Q8C6L5 whole entry, looked up): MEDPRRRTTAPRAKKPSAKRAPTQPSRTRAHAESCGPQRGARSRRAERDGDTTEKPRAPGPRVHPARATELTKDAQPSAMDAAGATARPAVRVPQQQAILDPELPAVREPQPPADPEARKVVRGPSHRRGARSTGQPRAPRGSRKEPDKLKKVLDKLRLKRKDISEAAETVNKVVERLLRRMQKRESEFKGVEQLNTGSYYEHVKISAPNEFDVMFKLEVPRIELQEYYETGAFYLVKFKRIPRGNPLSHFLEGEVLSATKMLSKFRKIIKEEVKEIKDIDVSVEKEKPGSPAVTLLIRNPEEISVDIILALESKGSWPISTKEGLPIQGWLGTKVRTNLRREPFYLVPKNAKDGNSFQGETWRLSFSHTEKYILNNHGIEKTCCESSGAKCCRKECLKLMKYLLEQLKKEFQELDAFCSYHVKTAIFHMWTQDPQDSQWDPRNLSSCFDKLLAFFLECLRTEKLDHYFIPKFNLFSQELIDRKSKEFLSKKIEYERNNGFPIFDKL
An asterisk follows results filed as active; & = joins results of further samples. Some of the compounds tested; count on the stated rates, not on these rows.

SMILES | mcGAS RapidFire
COc1cc(C(C)=O)ccc1OCC(O)Cn1cncn1 (configuration not stated) | -7
Nc1c(C(=O)c2ccc(Br)s2)oc2ccccc12 | -15&50
CC(C)NC(=O)Cn1ccnc1CCN1C(=O)c2ccccc2C1=O | 2
O=C(c1ccncc1)c1c(Nc2ccc(F)cc2)[nH]c(=O)c2ccccc12 | 1
CCO/C(=C/c1oc2ccc(OC)cc2[n+]1C)CC | -5
CN1CCN(Cc2n[nH]c(=O)n2CCc2ccccc2F)CC1 | -25
COc1cccc(-c2nc3n(n2)C(c2ccccc2Cl)C(C(=O)Nc2cccnc2)=C(C)N3)c1 (configuration not stated) | -5
O=C(NC1CCN(C2CC2)C1)C1CCCN1C(=O)OCC(F)(F)F (configuration not stated) | 11
CN(Cc1ccc(Cl)cc1)C(=O)[C@H](Cc1ccccc1)NC(=O)OC(C)(C)C | -12
COc1cccc(-n2nnc3c(=O)n(Cc4cc(C)ccc4C)cnc32)c1 | 4
COC(C)c1nc(C)c(C(=O)N(Cc2cccnc2)C(C)C)s1 (configuration not stated) | 5
COc1ccc2nc(Cn3cnc4sccc4c3=O)[nH]c2c1 | 0
COCCNC(=O)C(NC(=O)C1CCCC1)C1CCN(C(=O)c2ccccc2OC)CC1 (configuration not stated) | -8
CSCc1ccc(C(=O)Nc2cccc3cccnc23)o1 | 3
N[C@@H](CCC(=O)N[C@@H](CS)C(=O)NCC(=O)O)C(=O)O | 2
FC(F)(F)c1nc(N2CCCC2)nc2c1CCCCC2 | 11
CS(=O)(=O)N1CCN(C(=O)CNc2cccc(Cl)c2Cl)CC1 | 1
O=C(NCc1ccc(-n2cncn2)cc1)C1CC1c1ccccc1F (configuration not stated) | -5
COc1ccc(S(=O)(=O)c2ccc(OC)cc2)cc1 | -2
Cc1csc(C(C#N)C(=O)COC(=O)/C(=C/c2ccco2)n2nnnc2-c2ccccc2)n1 (configuration not stated) | 1
N#Cc1ccc(N(CCO)Cc2ccsc2)nc1 | 3
Cc1cc(C)c(C(=O)CSc2n[nH]c(C(C)C)n2)c(C)c1 | -5
CC(C)Cc1ccc(C(C)NS(C)(=O)=O)cc1 (configuration not stated) | -19
O=C(CCc1cccnc1)Nc1cc(Cl)ccc1Oc1ccccc1 | -1
CCOc1ccc(-c2n[nH]c(C)c2-c2ccccc2)c(O)c1 | -5
Continuation.
SMILES | mcGAS RapidFire
CCn1cc(NC(=O)Nc2c(C)cccc2C)c2ccccc21 | -7
COc1cc(OC)c(OC)cc1C=C1N=C(c2ccccc2Cl)OC1=O | -2
Cc1cn2c3c(=O)n(Cc4cccc(Cl)c4)c(=O)n(C)c3nc2n1CCCN1CCOCC1 | -3
CCOC(=O)c1[nH]ncc1CN1CCCC(Cc2ccccc2C)(C(=O)OCC)C1 (configuration not stated) | -9
O=C(Cc1ccc2c(c1)CCC2)NCCc1ccc2c(c1)OCCO2 | 3
COc1ccccc1/C=C/C=C1\N=C(c2ccccc2Cl)OC1=O | -1
COc1ccc(Br)cc1S(=O)(=O)N(C)CC(=O)NCc1ccco1 | 7
Cn1c(-c2ccc(Cl)cc2)n[nH]c1=S | -15
O=C(c1ccccc1)n1sc(=O)c2ccccc21 | 9
C1CNC(C23CC4CC(CC(C4)C2)C3)=N1 | -9
O[C@@H]1CN(c2ncnc3ccsc23)CC[C@H]1N1CCOCC1 | 8
COc1ccc(C(N)=O)cc1-c1cccc(OC(C)C)c1 | -22
CN(CC(O)c1ccccc1)C(=O)c1cn(C(c2ccccc2)c2ccccc2)nn1 (configuration not stated) | 1
O=C(NNC(=O)C12CC3CC(CC(O)(C3)C1)C2)c1ccc2c(=O)n3c(nc2c1)CCC3 | -8
CCOC(=O)c1nn(-c2ccc(F)cc2)c(=O)cc1N1CCN(c2ccccc2F)CC1 | -3
O=C(c1cc2ccccn2c1)N(CC1CCCO1)c1ccncc1 (configuration not stated) | 0
CCOc1ccc2ccccc2c1CN(C)Cc1noc(C)n1 | -13
Clc1ccc(Oc2nc(-c3ccncc3)nc3ccccc23)cc1 | -8
CC1(C)Cc2c(sc(N)c2C#N)C(C)(C)N1 | -7
CC(C)(C)c1nnc(CN)s1 | -37
Cc1[nH]c2ccccc2c1S(=O)(=O)CCNC(=O)NC(C)(C)C | -16
Cc1nc(-c2ccc(N)cc2)n[nH]1 | -16
COc1ccc(-c2cnc(NC(C)=O)cn2)cc1 | -8
O=C(NCCN1CCCC(c2ccccc2)C1)C1CCOCC1 (configuration not stated) | -12
CCOc1ccccc1N1CC(c2nc3ccccc3n2CC)CC1=O (configuration not stated) | -1

By substructure, the entries above with a thiophene ring, fused or not
SMILES | mcGAS RapidFire
Nc1c(C(=O)c2ccc(Br)s2)oc2ccccc12 | -15&50
COc1ccc2nc(Cn3cnc4sccc4c3=O)[nH]c2c1 | 0
N#Cc1ccc(N(CCO)Cc2ccsc2)nc1 | 3
O[C@@H]1CN(c2ncnc3ccsc23)CC[C@H]1N1CCOCC1 | 8
CC1(C)Cc2c(sc(N)c2C#N)C(C)(C)N1 | -7

Carrying on.
SMILES | mcGAS RapidFire
C=CCN(CC=C)C(=O)CSc1nc(N)cc(=O)[nH]1 | -5
COc1cc(C(=O)N2CCN(C(=O)c3cc(OC)c(OC)c(OC)c3)CC2)cc(OC)c1OC | 10
CCCC1CCCN(C(=O)c2ccc3c(c2)NC(=O)CCS3)CC1 (configuration not stated) | -8
CCOC(=O)C1(C/C=C/c2ccccc2)CCCN(C(=O)c2sc(C)nc2C)C1 (configuration not stated) | -2
Cc1ccc(-n2ncc3c(=O)n(NC(=O)c4cccc([N+](=O)[O-])c4)cnc32)cc1C | -2
CC(C)CC(=O)Nc1ccnn1C1CCN(CC2=CC[C@H]3C[C@@H]2C3(C)C)CC1 | 45
Cc1ccc(-n2nnnc2N2CCC(C(=O)N3CCCC(C)C3)CC2)cc1 (configuration not stated) | -19
COc1cc(S(=O)(=O)n2nnc3ccccc32)ccc1Br | 2
COC(=O)C1=C(C)N(c2ccc3c(c2)OCCO3)C(=S)NC1c1ccc(Cl)c([N+](=O)[O-])c1 (configuration not stated) | -3
Cn1ncc2c(Nc3ccc(Cl)cc3)nc(N3CCCC3)nc21 | -6
Cc1ccc(-n2ccnc2-c2cccc(OCC(N)=O)c2)c(F)c1 | 1
O=S(=O)(NCc1cn2ccccc2n1)c1ccc(Cl)s1 | -6
CCc1c(O)nc2n(c1=O)CCS2 | 4
Cc1ccc(-c2nn3c(C)nnc3c3ccccc23)cc1S(=O)(=O)N1CCOCC1 | 3
CC1CCC(N(C)c2nc(C(F)(F)F)nc3ccccc23)CC1 (configuration not stated) | -2
CCCN(Cc1ccc(C)cc1)C(=O)CSc1nc(N)c(C#N)cc1C#N | 5
CN(C)c1ccc(C(CNC(=O)CC(C)(C)C)N2CCc3ccccc32)cc1 (configuration not stated) | -8
CC(C)c1ccc(S(=O)(=O)NCc2ccco2)cc1 | 11
O=C(c1ccc(-n2cccn2)cc1)N1CCN(S(=O)(=O)c2ccc(F)cc2F)CC1 | -12
CC(=O)c1cccc(CN2CCCC(Nc3ccc(F)c(F)c3)C2)c1 (configuration not stated) | -6
NCCCN(c1ccccc1)c1ncccn1 | -4
CN1CCc2nc(NC3=NCCCCC3)sc2C1 | -9
CN(C)CC1(O)CCCN(C(=O)COc2cccc(F)c2)CC1 (configuration not stated) | -15
Cc1nn(CC(C)C)c(C)c1CC(=O)N(C)CCN1CCCC1=O | -9
O=C1CCC(C(=O)NC2CC2c2ccccc2)N1 (configuration not stated) | 0

Shown as tab-separated lines: entries from further up
compound	mcGAS RapidFire
NCCCN(c1ccccc1)c1ncccn1	-4
CN1CCc2nc(NC3=NCCCCC3)sc2C1	-9
CN(C)CC1(O)CCCN(C(=O)COc2cccc(F)c2)CC1 (configuration not stated)	-15
Cc1nn(CC(C)C)c(C)c1CC(=O)N(C)CCN1CCCC1=O	-9

Some of these compounds in order of formula weight, highest first.
SMILES | mcGAS RapidFire
Cc1ccc(-n2ncc3c(=O)n(NC(=O)c4cccc([N+](=O)[O-])c4)cnc32)cc1C | -2
CCCN(Cc1ccc(C)cc1)C(=O)CSc1nc(N)c(C#N)cc1C#N | 5
CC(C)c1ccc(S(=O)(=O)NCc2ccco2)cc1 | 11

The listing continues:
SMILES | mcGAS RapidFire
CCOc1c(Br)cc(Cl)cc1NC(=O)c1ccoc1 | 0
COc1ccc(COC(=O)C2=C(C)NC(=O)NC2c2ccc(OC)c(OC)c2)cc1 (configuration not stated) | -7
O=C1CC(c2cccc(F)c2)N(CCCc2ccccc2)CCN1 (configuration not stated) | -2
CN(Cc1nnc2ccccn12)C(=O)Nc1cccc(C(F)(F)F)c1 | -10
CC1=CC(=O)C=C(C)C1=NOS(=O)(=O)c1ccc(Cl)cc1 | 3
CCCn1c(SC(C)C(=O)N2CCC(Cc3ccccc3)CC2)n[nH]c1=O (configuration not stated) | -3
COc1ccc(C2CCCN2C(=O)Nc2cccc3cccnc23)cc1OC (configuration not stated) | -8
COC(=O)N1CCCC1C(=O)Nc1ccc(-n2ccnc2C)c(F)c1 (configuration not stated) | -5
O=C(c1nn(Cc2ccccc2)c(=O)c2ccccc12)N1CCC(C(=O)N2CCOCC2)CC1 | -11
COC(=O)[C@@H]1C[C@@H](OCc2ccccc2)CN1C(=O)c1sc(C2COc3ccccc3O2)nc1C (some centres not stated) | 2
Cc1ccccc1CN(C)Cn1nc(CN2CCCCCC2=O)oc1=S | -3
Cc1ccc(-c2cc(C(=O)NCCc3ccc4c(c3)OCO4)n[nH]2)s1 | -10
Cc1csc(-c2ccc(NC(=O)c3ccn(C)c(=O)c3)cc2)n1 | -2
Cc1nc2n(n1)C(=O)C(C(c1cccc(F)c1)N1CCN(CCO)CC1)S2 (configuration not stated) | -9
CCC1(O)CCCN(C(=O)c2ccc(OCC(=O)N3CCCCC3)cc2)C1 (configuration not stated) | -11
Cc1cc(-c2csc(N)n2)c(C)n1C1CC1 | -1
COc1cc(C=CC(=O)NCCc2ccc3c(c2)OCCO3)cc(OC)c1OC | -6
CCn1c(O)c(N=NCc2ccccc2)c2ccccc21 | 8
CC(O)(c1cccnc1)c1nc(-c2cccc(F)c2)cs1 (configuration not stated) | 3
O=C(CCl)Nc1c(Br)cc([N+](=O)[O-])cc1Br | -4
COC(=O)C1(NS(=O)(=O)N(C)C)CCCCC1 | 3
COc1cc(C=C2C(=O)c3ccccc3C2=O)ccc1O | 27
CCOC(=O)c1ccc(-n2c(C)cc3c(cnc4ncnn43)c2=O)cc1 | -7
CCCCNc1nc(Oc2ccc(C(=O)OC)cc2)nc(N(C)C)n1 | -3
CC(CO)(CO)NC(=O)CCSc1ccc2c(c1)OCCO2 | -11
Later entries
SMILES | mcGAS RapidFire
O=C1CON=C(Cc2ccccc2)N1Cc1ccccc1 | -11
O=C(Nc1nc(C23CC4CC(CC(C4)C2)C3)cs1)c1ccc(=O)[nH]n1 | -8
Cc1ccnc(NCCn2cnc(-c3ccccc3)c2-c2cnc(C)[nH]2)c1 | -9
CCC(NC(=O)c1cc(CN2CCOCC2)on1)c1ccnn1C (configuration not stated) | -21
O=C(NCc1ccc(F)cc1)c1nccnc1C(=O)N1CCCCCC1 | -1
CC(C)C(=O)NNS(=O)(=O)c1ccc(F)cc1F | -7
O=C(Nc1ccccc1N1CCCC1)c1cnc2n1CCCC2 | -7
Cc1cc(NC(=O)COC(=O)[C@@H](NC(=O)c2ccco2)C(C)C)no1 | -7
CCCc1nc(C(C)(C)N)no1 | -1
COc1cc(-c2nc3ccccn3c2N=Cc2cn[nH]c2-c2ccccc2)ccc1O | -26
O=C(O)CCc1ccsc1 | -6
Cc1cccc(OCCN2CCC3(CCCO3)CCC2=O)c1C (configuration not stated) | -9
CC1(C)N=C(c2ccc(Cl)cc2Cl)C(=S)N1 | -3
O=C(NCCN1CCS(=O)(=O)CC1)c1ccccc1Oc1ccccc1 | -22
O=c1[nH]c(=O)n(Cc2ccccc2)c2nccc(-c3ccc4c(c3)OCO4)c12 | -4
Cc1noc(C)c1Cn1c(C)c(C(=O)NCc2ccco2)sc1=O | -11
CCOCCCNc1nc2c(c(=O)[nH]c(=O)n2C)n1Cc1cccc(C)c1 | -2
COCCN1CC(C(=O)Nc2ccccc2C(=O)N(C)c2ccccc2)CC1=O (configuration not stated) | -16
Cc1ccc(C(=O)O)c(=O)n1C | 2
Cn1c(SCC(=O)Nc2cc(C(C)(C)C)no2)nnc1-c1ccco1 | -2
CC(=O)Nc1ccc(NC(=S)N2CC3CC4CC(C3)CC2C4)cc1 | 2
C1CCC(c2nc3c(c(NC4CC4)n2)CNC3)C1 | 9
CNc1cc(-c2ccsc2)ncn1 | -1
N#Cc1c(Cl)ncc2c1N(O)c1ccccc1C2OC(=O)c1cccc(Cl)c1 (configuration not stated) | -5
S=C(NCc1ccco1)N1CCC2CCCCC2C1 (configuration not stated) | -1

Pulled one by one from above, two records:
SMILES | mcGAS RapidFire
CC1(C)N=C(c2ccc(Cl)cc2Cl)C(=S)N1 | -3
COCCN1CC(C(=O)Nc2ccccc2C(=O)N(C)c2ccccc2)CC1=O (configuration not stated) | -16

Next section.
SMILES | mcGAS RapidFire
COc1ccc(S(=O)(=O)NCC2CCCN(C(=O)CN3CCCC3=O)C2)cc1 (configuration not stated) | 9
CCOC(=O)c1c(N)c(C#N)cn1C | -4
COc1ccc(C(=O)NCc2cc3c(O)n(C4CCCC4)cc3nc2OC)o1 | -6
O=C(CSc1ncnc2c1oc1ccccc12)c1cccs1 | 4
CC(=O)N[C@@H](CC(=O)N[C@H](CCC(=O)O)C(=O)O)C(=O)O | -1
COCCC(=O)N1C[C@H]2OC(=O)N(Cc3ccc(OC)c(OC)c3)[C@H]2C1 | -10
O=C(NC1CCS(=O)(=O)C1)c1ccccc1Nc1ccc(SC(F)F)cc1 (configuration not stated) | -21
